MT stabilizer – microtubule stabilization, imaging screen; HeLa tubulin immunostaining HCS, 24 h; share of cells brighter than vehicle mean+2SD; % tubulin-high responders, % at 10 µM; 0.83% of 200,000 active;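 active means plate Z-score above 3 for both tubulin-high and condensed-nucleus cell shares, with cell loss under 80%, at 10 µM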;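 further: anti alpha tubulin signal scored within the nucleus-defined area of each cell; some results filed as inactive read as strong as hits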
b-catenin transl – alters nuclear translocation of beta-catenin in HeLa cells; immunofluorescence imaging; nuclear translocation activity, % at 5 µM; 0.3% of 190,000 active;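 active means nuclear translocation activity above 50% at 5 µM, with a well cell count of 50 or more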;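 further: per-cell ratio of nuclear to cytoplasmic median beta-catenin stain intensity; plate controls were DMSO negative control for no effect and GSK-3 inhibitor IX positive control for full effect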
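Read-out: Nuclear/cytoplasmic beta-catenin signal ratio, % activation | Assay system: Human HeLa cell line | Times: 24 h compound exposure at 37°C, 5% CO2 | Signal: Fluorescence imaging of beta-catenin antibody stain plus DAPI | Dosing: 5 µM primary, 0.02–20 µM confirmation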
Dynein transport – dynein cargo transport inhibition; 3617.4 mouse cells, GR-EGFP nuclear translocation imaging; test concentration mostly 20 µM; stimulated with dexamethasone, 1 µM; stronger effect = lower value; z-score, hits read low; 0.47% of 220,000 active;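 active means plate z-score of nuclear minus cytoplasmic receptor signal below a set negative limit, without overly bright fluorescence or cell loss, cut at about -3.5 in these data, passing the limit was not always enough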;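 further: z-score of nuclear minus cytoplasmic ring GR-EGFP intensity difference per well; some compounds called inactive have numbers as strong as hits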
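Buffer or medium: Induction medium lacking tetracycline, stripped serum | Also added: Dexamethasone agonist, 1.0 µM final, for 30 min | Timing: 48 h induction, 1 h compound, 30 min dex at 37 °C | Detection: Formaldehyde fixation, Hoechst nuclear stain, 10x automated fluorescence imaging | Measure: Nuclear versus cytoplasmic GR-EGFP signal, averaged per well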
Autophagy HCS – modulators of autophagy; 0.98% of 190,000 active; MEF GFP-LC3 puncta imaging; test concentration mostly 10 µM; calls only at 10 µM (by protocol); AID 463193;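 active means percentage of spot-positive cells more than 3 SD above its plate mean, without a fluorescence outlier flag or 80% toxicity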;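 further: spot-positive cell cutoff set from DMSO-treated cells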
WT yeast gro inh – growth inhibition of WT yeast, mitochondrial fusion screen | 2.1% of 190,000 active | mitochondrial fusion phenotypic screen, WT strain | inhibition, % at 10 µM; in the data active means inhibition above about 58%; tested in S. cerevisiae
Hep lipid drop – hepatic lipid droplet formation modulation; inhibition, % at 6.5 µM; 0.4% of 240,000 active; AML12 mouse hepatocytes, oleate lipid droplets, BODIPY imaging; AID 1656;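 active means lipid droplet intensity inhibited by at least 50%, with more than 500 cells counted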
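Technique: fluorescence imaging, 20x objective, two fields per well / Assay system: AML12 hepatocytes (mouse) / Measure: % inhibition of lipid droplet signal / Doses: 6.5 µM single-point dosing / Incubation: overnight exposure / Reagent: 100 µM oleic acid challenge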
Ins promoter up – MIN6 insulin promoter up-regulation; z-score at 5 µM; AID 1625; MIN6 insulin promoter-GFP reporter, high-content imaging; stronger effect = higher value; 0.3% of 190,000 active;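 active means z-score above 3 at 5 µM with at least 500 cells counted in the well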
NOD2 inhibition – NOD2 signaling inhibitors, cell-based, luminescence, uHTS, HEK293 (AID 1566); 0.63% of 290,000 active; inhibition, % at 4 µM, or EC50 in µM where a hit was titrated; HEK293 NOD2/NF-kB luciferase reporter, luminescence; higher % means a stronger effect; in the data active means inhibition above about 50%; further: many of its hits are not listed in these tables
Yfh1-off respiration – enhancers of respiration in Yfh1-depleted yeast, dose response, Friedreich's ataxia, plus single-dose screen (AID 1465) | fold induction at 50 µM, or EC50 in µM where a hit was titrated | S. cerevisiae Yfh1-off respiration, WST-1 reduction, 72 h; higher fold induction means a stronger effect | 0.074% of 220,000 active;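 active means fold induction of absorbance versus untreated yeast above a set limit, then at least 30% activation at any dose in follow-up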;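 further: activators that raise dye reduction in frataxin-depleted yeast; strong numbers were not always called active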
WT yeast gro inh mutant strain – also measured in WT yeast gro inh; calls as there; inhibition, %; mitochondrial fusion phenotypic screen, mutant strain inhibition
Dynein transport cytoplasmic EGFP – also measured in Dynein transport; calls as there; z-score; measured here: cytoplasmic GR-EGFP intensity; stronger effect = higher value
Dynein transport nuclear GR-EGFP – recorded beside Dynein transport, whose call it bears; z-score; measured here: nuclear GR-EGFP intensity;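 lower value marks the stronger effect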
Dynein transport cell count – recorded beside Dynein transport, whose call it bears; z-score; measured here: cell count per field
Ins promoter up cell count – second read-out of Ins promoter up, no call of its own (marks repeat the call); cell count; measured here: cytotoxicity, nuclei count;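 total cells summed across four imaged fields per well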
Hep lipid drop cells 6.5 µM – also measured in Hep lipid drop; calls as there; cell count; measured here: cell count, cytotoxicity flag;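 cells counted across two imaged fields per well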
b-catenin transl cell count 5 µM – recorded beside b-catenin transl, whose call it bears; cell count; measured here: cell count, cytotoxicity flag
MT stabilizer Hoechst-high % – further read-out of MT stabilizer, marked with its call; % Hoechst-high responders; measured here: nuclear condensation Hoechst responders;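 share of cells brighter than vehicle mean plus two SD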
MT stabilizer cytotoxicity % – second read-out of MT stabilizer, no call of its own (marks repeat the call); toxicity, %; measured here: cytotoxicity by cell density;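 0% = mean cell density of plate MIN control wells and 100% = no cells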
Autophagy HCS cell loss 18 h – further read-out of Autophagy HCS, marked with its call; toxicity, %; measured here: cell loss, nuclei count;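 cell loss after 18 h compound exposure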
* marks the source's active call; other numbers are inactive results; i = inactive; nt = not tested or not shown.

SMILES	MT stabilizer	MT stabilizer Hoechst-high %	MT stabilizer cytotoxicity %	b-catenin transl	b-catenin transl cell count 5 µM	Dynein transport	Dynein transport cytoplasmic EGFP	Dynein transport nuclear GR-EGFP	Dynein transport cell count	Autophagy HCS	Autophagy HCS cell loss 18 h	WT yeast gro inh	WT yeast gro inh mutant strain	Hep lipid drop	Hep lipid drop cells 6.5 µM	Ins promoter up	Ins promoter up cell count	NOD2 inhibition	Yfh1-off respiration
Cc1cc(C)n(-c2cc(N3CCN(C(=O)c4cccc(F)c4)CC3)ccc2[N+](=O)[O-])n1	2.7	0.6	6.0	-5.9	590	0.94	-0.25	1	-0.11	i	21	17	5	-56	753	0.45	1137	7%	i
Cc1ccsc1/C=C(\C#N)C(=O)NCCCN1CCOCC1	2.2	2.3	5.5	-2.8	1055	0.86	-0.35	-0.15	-0.31	i	44	5	-3	-1	649	nt	nt	5%	i
O=C(N/N=C/c1ccco1)c1ccc(NC(=O)C2CC2)cc1	4.4	1.7	3.5	-2.9	1052	-0.19	-0.23	0.24	-0.14	i	-1	0	10	-6	700	0.07	1719	-7%	i
CCOC(=O)C1=C(O)C(=O)N(C2CCCCC2)C1	nt	nt	nt	0.4	1338	-0.24	-0.093	-0.061	0.15	nt	nt	nt	nt	42	751	0.24	1039	-8%	i
O=C(NCC1CCCO1)c1cc(S(=O)(=O)Nc2ccc(Br)cc2)ccc1Cl (stereo not drawn)	2.2	1.1	6.1	-6.1	1104	-0.049	-0.27	0.46	-0.28	i	-3	-8	-12	3	662	-0.13	1547	13%	i
N#CCc1c(C#N)c(N)nc(N2CCN(Cc3ccc4c(c3)OCO4)CC2)c1C#N	1.6	2.8	9.3	3.5	1080	-0.3	0.65	0.21	-0.37	i	29	1	9	-9	719	-0.35	875	-19%	nt
O=C(CN1CCN(S(=O)(=O)c2cc(Cl)ccc2Cl)CC1)Nc1ccc2c(c1)OCCO2	7.8	2.2	14	0.0	1071	1.5	-0.062	0.91	-0.094	i	-5	-13	-12	-2	671	-0.1	1806	-5%	i
Cc1ncc([N+](=O)[O-])n1CCOC(=O)Nc1ccc([N+](=O)[O-])cc1	2.3	3.2	7.2	-1.1	1074	-0.44	-0.26	-0.33	0.21	i	-3	5	-5	-1	703	0.14	1452	-11%	i
Cc1ccc(S(=O)(=O)N2CCC(C(=O)N[C@@H](C)C(=O)Nc3ccc4c(c3)OCO4)CC2)cc1	2.1	1.1	7.4	-1.3	1137	-1.1	-0.15	-0.61	1.7	i	-3	0	-3	nt	nt	0.53	1105	-17%	i
Cc1ccc2[nH]c(O)c(N=Nc3nc4ccccc4s3)c2c1	nt	nt	nt	0.6	1310	-0.64	-0.71	-0.16	-0.32	nt	nt	nt	nt	1	655	0.26	998	-30%	i
COc1ccc(OC)c(NC(=O)C2CCN(c3ncccn3)CC2)c1	5.6	2.9	7.2	-1.5	802	-0.6	-0.21	-0.054	-0.16	i	-7	4	15	nt	nt	-0.54	1183	3%	i
O=C(C1=NN[C@@H]2C(=O)N(c3cccc(F)c3)C(=O)[C@H]12)c1cnccn1	nt	nt	nt	4.3	954	-1	-0.23	-0.53	0.69	nt	nt	nt	nt	-3	724	0.56	1374	16%	i
O=C(NCCN1CCOCC1)c1cc(Sc2ccc(F)cc2F)nc2ccccc12	4.1	1.4	5.7	-0.6	1079	-0.33	-0.29	-0.2	0.36	i	-30	-9	-7	-40	727	-0.13	1197	15%	i
Cc1onc(-c2ccccc2)c1C(=O)N/N=C/c1cc2c(cc1Cl)OCO2	4.7	8.5	0.9	-1.0	516	-0.68	-0.27	-0.48	0.065	i	4	3	-16	8	644	0.01	1264	8%	i
COCCNC(=S)N(CCc1c(C)[nH]c2ccc(C)cc12)Cc1ccco1	3.9	1.8	12	-2.5	1086	-0.75	0.11	-0.4	-1.2	i	16	16	7	-16	692	-0.57	1135	19%	i
COc1ccccc1NS(=O)(=O)c1ccc(S(=O)(=O)N2CCOCC2)cc1	2.8	3.4	7.5	-0.2	1045	-0.85	-0.38	-0.54	1.8	i	-8	-13	-1	0	733	-0.36	1498	-7%	i
COc1cccc(-c2cc(C(=O)N3CCN(Cc4ccccc4)CC3)no2)c1	2.4	2.6	5.1	-2.6	1437	0.95	-0.036	0.7	-1.6	i	-12	7	1	nt	nt	-0.72	1480	10%	i
NCCCC(N)(C(=O)O)C(F)F (stereo not drawn)	2.9	2.6	12	nt	nt	-0.47	-0.25	0.27	0.99	i	10	-5	-9	11	748	nt	nt	8%	i
Cc1c(Br)c(-c2n[nH]c(=S)n2Cc2ccco2)nn1C	5.7	1.6	5.8	nt	nt	-0.7	-0.32	-0.72	0.81	i	0	-4	-6	0	677	-0.01	1052	16%	i
Cc1cccc(N2CCN(C(c3ccc(N(C)C)cc3)c3nnnn3C(C)(C)C)CC2)c1C (stereo not drawn)	2.5	1.9	9.1	0.9	989	-0.85	-0.23	-0.6	0.3	i	-3	37	-6	-10	729	nt	nt	18%	i
CC(Sc1ccc(Cl)cc1)C(=O)Nc1ccccc1C(=O)N1CCOCC1 (stereo not drawn)	2.6	1.9	5.2	-6.2	1213	-1.2	-0.26	-0.74	1	i	1	5	8	1	753	nt	nt	1%	i
CCN(CC)S(=O)(=O)c1ccc(OCC(=O)NC2CCS(=O)(=O)C2)c([N+](=O)[O-])c1 (stereo not drawn)	2.8	2.2	5.6	5.1	1029	0.54	0.038	1.2	-1.7	i	-2	2	7	-10	681	0.22	1206	10%	i
CS(=O)(=O)NCCNc1ncc(C(F)(F)F)cc1Cl	2.8	3.1	7.5	1.4	1075	1.3	-0.25	0.75	-0.3	i	-11	1	6	-3	740	-1.2	1182	-8%	i
COc1ccc(S(=O)(=O)N2CCCC2C(=O)Nc2nc3c(s2)CCCC3)cc1 (stereo not drawn)	2.1	1.5	4.6	nt	nt	0.77	-0.27	0.39	-0.2	i	5	-10	-56	8	717	-1	1212	8%	i
COc1ccc(-c2nc(=S)[nH][nH]2)cc1	3.7	3.4	4.9	-2.3	987	0.62	-0.19	0.33	-0.6	i	-21	6	-4	nt	nt	0.82	1236	-5%	i
Cc1ccc(NC(=S)N2CCCC(O)C2)cc1 (stereo not drawn)	5.8	2.3	24	-0.8	1087	-0.18	-0.3	0.23	0.62	i	42	14	8	12	700	-0.49	1234	-5%	i
CCOc1ccccc1NC(=S)N1CCCc2ccccc21	1.7	1.9	6.1	-1.7	1137	-0.14	-0.24	-0.073	-0.11	i	3	-6	-2	-5	683	-0.26	1159	7%	i
Cc1cc(C(=O)COC(=O)C2CCN(C(=O)c3ccc(Cl)cc3)CC2)c(C)n1CC1CCCO1 (stereo not drawn)	5.0	2.6	4.3	2.6	1031	-0.26	0.6	0.27	-0.029	i	8	6	5	3	652	-0.17	1174	9%	i
COc1ccccc1C/C(N)=N/OC(=O)COc1ccccc1C	2.4	1.2	3.1	-1.3	1263	0.33	-0.2	0.55	-0.24	i	-20	16	-1	-2	699	nt	nt	18%	i
CCc1ccc(NC(=O)COc2ccc(Br)cn2)cc1	3.5	1.3	8.2	-3.2	984	-1	-0.37	-0.45	1.3	i	-4	-8	6	-11	704	0.36	1534	11%	i

Filtered by structure, those above containing an aryl thioether with sulfur outside any ring (two)
SMILES	MT stabilizer	MT stabilizer Hoechst-high %	MT stabilizer cytotoxicity %	b-catenin transl	b-catenin transl cell count 5 µM	Dynein transport	Dynein transport cytoplasmic EGFP	Dynein transport nuclear GR-EGFP	Dynein transport cell count	Autophagy HCS	Autophagy HCS cell loss 18 h	WT yeast gro inh	WT yeast gro inh mutant strain	Hep lipid drop	Hep lipid drop cells 6.5 µM	Ins promoter up	Ins promoter up cell count	NOD2 inhibition	Yfh1-off respiration
O=C(NCCN1CCOCC1)c1cc(Sc2ccc(F)cc2F)nc2ccccc12	4.1	1.4	5.7	-0.6	1079	-0.33	-0.29	-0.2	0.36	i	-30	-9	-7	-40	727	-0.13	1197	15%	i
CC(Sc1ccc(Cl)cc1)C(=O)Nc1ccccc1C(=O)N1CCOCC1 (stereo not drawn)	2.6	1.9	5.2	-6.2	1213	-1.2	-0.26	-0.74	1	i	1	5	8	1	753	nt	nt	1%	i

Additional entries.
SMILES	MT stabilizer	MT stabilizer Hoechst-high %	MT stabilizer cytotoxicity %	b-catenin transl	b-catenin transl cell count 5 µM	Dynein transport	Dynein transport cytoplasmic EGFP	Dynein transport nuclear GR-EGFP	Dynein transport cell count	Autophagy HCS	Autophagy HCS cell loss 18 h	WT yeast gro inh	WT yeast gro inh mutant strain	Hep lipid drop	Hep lipid drop cells 6.5 µM	Ins promoter up	Ins promoter up cell count	NOD2 inhibition	Yfh1-off respiration
O=C(CSc1nnc(Nc2ccccc2)s1)Nc1cccnc1Cl	6.7	2.2	10	-1.0	1057	0.77	-0.26	0.67	-0.42	i	4	-3	-15	19	645	-0.17	1411	10%	i
O=C(Nc1cccc([N+](=O)[O-])c1)c1ccc(CSc2ccccc2)cc1	1.7	1.3	1.8	1.9	1330	0.64	-0.2	0.099	-0.79	i	2	21	28	nt	nt	-0.29	1652	4%	i
CCOC(=O)C1CCN(C(=S)Nc2ccc(C)cc2)CC1	2.3	1.9	13	-0.4	1111	-0.39	-0.27	-0.24	0.31	i	2	12	23	2	700	1.1	1149	-6%	i
N#Cc1c(NC(=O)c2ccccc2)sc2c1CCCCC2	3.9	2.3	6.6	0.6	1153	-2.1	1.4	-0.92	-4.1	i	10	23	11	-6	658	nt	nt	3%	i
CC(=O)NNc1cc(C)nc(N)n1	nt	nt	nt	-1.0	1325	-1.6	-0.84	-1	1.3	nt	nt	nt	nt	4	734	1.4	955	-5%	i
O=C(CCC(=O)Nc1ccc(Oc2ccccc2)cc1)NCCO	4.1	3.0	8.0	-6.7	998	0.44	-0.36	0.27	-0.095	i	21	1	-1	nt	nt	-0.88	1319	0%	i

A portion of the library (hit frequency here may not be typical).
